Compound activity deposited in PubChem BioAssay by Broad Institute.
E-selectin induc – E-selectin induction on HUVECs | P16581 | HUVEC E-selectin immunofluorescence imaging; normalized: neutral wells 0, TNF-alpha wells 100 | activation, % at 7.58 µM | actives 0.37% (n = 260,000) | AID 686992;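 active = mean E-selectin-positive cell signal at least 10% of the positive control, reached in at least 60% of replicates, without over 20% cell loss; inconclusive = no rule given, readout overlaps actives, possibly toxicity-flagged; inactive = the rest, including those meeting only one limit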;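 also: in these data hits start at about 27%; measured in HUVEC primary endothelial cells; signal is the percent of cells scored E-selectin positive by PE staining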
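System: HUVEC, human umbilical vein endothelial cells; quantity: 3,000 cells/well; buffer or medium: EGM-2 medium, gelatin-coated wells; dosing: single-point compound dose; detection: immunofluorescence imaging; evaluation: % PE-positive cells; benchmarks: TNF-alpha, DMSO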
Casp6 inh – blocks human caspase-6 cleavage activity; P55212; purified caspase-6, Z-VEID-R110 cleavage fluorescence; inhibition, % at 12.5 µM; actives 0.53% (n = 350,000); AID 686996;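 active = mean inhibition across replicates at least about 35%, with every replicate also reaching that limit, limit read from the data; inconclusive = only one of the two criteria met; inactive = neither criterion met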;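 also: 0% = median of neutral control wells and 100% = no fluorescence left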
Target sequence (P55212 24-179 limits assumed): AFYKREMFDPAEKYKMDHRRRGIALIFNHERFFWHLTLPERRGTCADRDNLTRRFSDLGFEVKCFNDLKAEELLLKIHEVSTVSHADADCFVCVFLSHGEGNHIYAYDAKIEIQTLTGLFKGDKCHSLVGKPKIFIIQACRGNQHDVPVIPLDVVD
Target sequence (P55212 194-293 limits assumed): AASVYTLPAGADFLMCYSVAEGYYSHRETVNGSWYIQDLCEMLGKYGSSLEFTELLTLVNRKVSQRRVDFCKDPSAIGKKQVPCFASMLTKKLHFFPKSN
RAD54 branch – inhibitors of human RAD54 branch migration | AID 602329 | Q92698 | actives 0.14% (n = 360,000) | inhibition, % at 10.4 µM | RAD54 Holliday junction branch migration, FAM/BHQ fluorescence;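 active = mean normalized replicate activity at least 40 and at least half of replicates scoring 40 or more; inconclusive = only one of the two criteria met; inactive = mean below 40 and under half of replicates reaching 40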;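 also: 0% = median of neutral control wells and 100% = median of positive control wells; inhibitors cause a drop in the FAM fluorescence signal; in these data hits start at about 50%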
Target sequence (Q92698 whole entry, looked up): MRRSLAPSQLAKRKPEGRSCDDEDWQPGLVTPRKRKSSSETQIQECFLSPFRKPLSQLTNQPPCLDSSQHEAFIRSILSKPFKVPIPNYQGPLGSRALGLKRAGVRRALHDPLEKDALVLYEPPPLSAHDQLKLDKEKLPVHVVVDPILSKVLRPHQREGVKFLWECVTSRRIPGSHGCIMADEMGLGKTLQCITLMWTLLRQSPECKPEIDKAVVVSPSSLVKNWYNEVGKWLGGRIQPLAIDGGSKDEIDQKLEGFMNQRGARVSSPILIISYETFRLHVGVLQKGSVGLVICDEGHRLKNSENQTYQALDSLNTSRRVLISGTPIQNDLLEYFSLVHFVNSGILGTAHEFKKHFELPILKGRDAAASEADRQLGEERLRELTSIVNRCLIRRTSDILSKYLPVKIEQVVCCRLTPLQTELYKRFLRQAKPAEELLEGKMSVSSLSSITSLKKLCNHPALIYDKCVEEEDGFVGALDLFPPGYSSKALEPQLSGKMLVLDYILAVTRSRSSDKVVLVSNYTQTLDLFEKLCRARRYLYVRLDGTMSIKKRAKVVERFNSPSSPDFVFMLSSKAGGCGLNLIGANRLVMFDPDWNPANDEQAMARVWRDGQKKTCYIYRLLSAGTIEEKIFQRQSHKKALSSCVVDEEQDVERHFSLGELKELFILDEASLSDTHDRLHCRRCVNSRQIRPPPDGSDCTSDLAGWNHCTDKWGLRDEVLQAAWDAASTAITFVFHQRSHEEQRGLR
ARNT TACC3 PPI – ARNT/TACC3 interaction disruption; Q9Y6A5; AlphaScreen His-ARNT PAS-B/GST-TACC3 binding, luminescence; TACC3 fragment carries E629A point mutation; inhibition, % at 9.99 µM; actives 0.66% (n = 390,000); AID 623870;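 active = mean inhibition of replicates at least 50% and at least half of replicates each reaching 50%; inconclusive = half or more replicates reach 50% but mean below 50%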;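 also: 0% = complete ARNT plus TACC3 wells and 100% = ARNT alone without TACC3; many hits fall short of the cut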
esBAF inh – SWI/SNF esBAF complex inhibition | actives 2% (n = 350,000) | AID 602393 | mouse ES cells, Bmi1-luciferase knock-in reporter, 24 h; 100% = twice the neutral-well signal | reporter increase, % at 12.5 µM; in the data active = activation above about 40%; inconclusive = no clear call, values can overlap the other calls;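 also: 0% = median of the plate's neutral control wells and 100% = double that signal; a rise in the Bmi1 reporter signal indicates esBAF inhibition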
RAD52 inh – blocks human RAD52 DNA annealing | P43351 | inhibition, % at 18.7 µM | actives 0.46% (n = 360,000) | recombinant RAD52 DNA annealing, FRET fluorescence | AID 651710;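 active = every replicate showing at least 50% inhibition; inconclusive = mean inhibition at least 50% but not in every replicate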
PglD DTNB – blocks C. jejuni PglD acetyltransferase activity; actives 0.098% (n = 360,000); AID 602405; purified PglD enzyme, DTNB colorimetric CoA detection; inhibition, % at 12.5 µM; in the data active = inhibition above about 16%, passing the limit was not always enough; inconclusive = no clear call, values can overlap the other calls; also: strong numbers were not always called active
ERp5 block – inhibitors of human ERp5; Q15084; ERp5 insulin aggregation, absorbance 650 nm, 90 min; inhibition, % at 9.99 µM; actives 0.05% (n = 350,000); AID 651711;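 active = mean replicate inhibition above about 25%, with every replicate also reaching it, limit read from the data, passing the limit was not always enough; inconclusive = only one of those two criteria met; inactive = neither criterion met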
An asterisk follows results filed as active; ? = inconclusive; . = no result given.

SMILES	E-selectin induc	Casp6 inh	RAD54 branch	ARNT TACC3 PPI	esBAF inh	RAD52 inh	PglD DTNB	ERp5 block
CCCn1c2c(c(O)c(C(=O)Nc3nc4ccccc4s3)c1=O)CCCC2	3.5	-2	9	.	7	-9	9	0
COCCCn1cnnc1SCC(=O)Nc1ccc(S(=O)(=O)N2CCCC2)cc1	.	.	5	-13	1	.	-1	.
COc1cc2c(cc1OC)C1=C(C#N)CC/C(=N\S(=O)(=O)c3cccc(Cl)c3)N1CC2	.	.	-2	-1	-12	.	-5	.
Fc1ccc(-c2ccc3c(n2)CCCN3Cc2ccccn2)cc1	0.1	-8	.	.	.	-14	.	3
COc1ccc(N2C(=O)CC(N(Cc3ccc(S(N)(=O)=O)cc3)C(C)=O)C2=O)cc1 (centres undefined)	.	.	0	-3	-5	.	4	.
O=C(Nc1ccc(S(=O)(=O)Nc2ccccn2)cc1)c1cccc([N+](=O)[O-])c1	-1.2	2	-10	-8	.	5	-3	-2
NC(COCc1ccccc1)c1csc(Nc2ccc(C(=O)c3ccccc3)cc2)n1 (centres undefined)	2.4	0	4	.	2	58*	6	-4
CCc1cc(=O)oc2c(C)c(OC(C)C(=O)N3CC[C@@]4(O)CCCC[C@H]4C3)ccc12 (some centres undefined)	.	-9	5	-20	-4	-10	-5	9
O=C(NN=C1CCCCC1)Nc1ccccc1Cl	-0.1	2	0	-9	3	-2	4	-3
CCOC(=O)N1CCN(C(=O)Cn2nc(-c3ccc(Cl)cc3)ccc2=O)CC1	.	-1	.	-5	.	-6	.	0
O=C(CC1SC(N2CCCC2)=NC1=O)Nc1ccc(C(=O)Nc2ncccc2O)cc1 (centres undefined)	.	5	0	20	0	-17	8	-1
CC(C)[C@H](NC(=O)c1cccc(S(=O)(=O)N2CCOCC2)c1)C(=O)OCC(=O)Nc1cccc(Br)c1	.	1	10	3	1	-11	-4	-2
COc1ccc(NC(=O)c2ccc(-c3ccc([N+](=O)[O-])cc3)o2)cc1	0.2	-1	3	2	5	-7	3	0
COc1ccc(-c2coc3c(C(=O)NCC4CCOCC4)cccc23)c(C)c1	-0.5	2	7	.	10	-8	3	5
CC(NC(=O)CCSc1nc(-c2ccc3c(c2)OCO3)cc(C(F)(F)F)n1)c1ccccc1 (centres undefined)	.	.	8	-9	-7	.	-5	.
C[C@@H]1CN([C@@H](C)CO)C(=O)c2cccc(NC(=O)Nc3ccccc3)c2O[C@@H]1CN(C)C(=O)Nc1cccc2ccccc12	0.6	.	.	.	5	-23	.	-1
COc1ccc(NC(=O)N2CCCc3cc(C)ccc32)c(OC)c1	0.1	4	-2	5	.	-24	30*	-27
CC(=O)N(Cc1cccs1)Cc1cc2cc(C)c(C)cc2nc1Cl	0.2	0	.	0	.	-9	.	-1
CCCC(=O)Nc1ccc2c(c1)OC[C@H](C)N(C(=O)CC)C[C@H](C)[C@H](OC)CN(C)C2=O	-0.4	0	-19	-3	1	-6	-1	2
COc1ccc2c3c(n(C)c2c1)[C@H](CO)N(C(=O)CN1CCOCC1)CC31CN(C(=O)CC2CC2)C1	0.0	0	.	.	.	-2	.	1

Part of the list above, reduced to RAD54 branch and ERp5 block:
compound	RAD54 branch	ERp5 block
O=C(Nc1ccc(S(=O)(=O)Nc2ccccn2)cc1)c1cccc([N+](=O)[O-])c1	-10	-2
COc1ccc(-c2coc3c(C(=O)NCC4CCOCC4)cccc23)c(C)c1	7	5
CC(NC(=O)CCSc1nc(-c2ccc3c(c2)OCO3)cc(C(F)(F)F)n1)c1ccccc1 (centres undefined)	8	.

(more compounds)
SMILES	E-selectin induc	Casp6 inh	RAD54 branch	ARNT TACC3 PPI	esBAF inh	RAD52 inh	PglD DTNB	ERp5 block
O=C(Cc1ccncc1)Nc1ccc2c(c1)[C@@H]1C[C@H](CC(=O)NC3CCCCC3)O[C@@H](CO)[C@@H]1O2	-0.5	1	5	-7	3	-10	1	2
COCCNC(=O)C[C@@H]1CC[C@@H](NC(=O)NC2CCCCC2)[C@H](CO)O1	0.8	3	5	-3	-1	-13	-3	6
Cc1nn(Cc2ccc(C(=O)N/N=C/c3ccncc3)o2)c(C)c1Cl	-0.3	3	-10	3	5	-7	9	7
COc1ccc2c3c([nH]c2c1)[C@H](CO)N(C)CC31CCN(S(=O)(=O)c2cn(C)cn2)CC1	0.7	0	.	.	.	-14	.	0
Cc1nc(NS(=O)(=O)c2ccccc2)sc1NC(=O)OCCN(C)C	.	.	-35	-3	-11	.	0	.
Nc1sc(-c2ccccc2)cc1C(=O)N/N=C/c1ccc(Cl)cc1	0.7	6	-3	6	.	-11	6	-1
Cc1c(C)c2ccc(OC(C)C(=O)NCCN3CCOCC3)c(C)c2oc1=O (centres undefined)	0.0	-5	13	3	3	-6	4	-3
C[C@@H]1CN([C@@H](C)CO)C(=O)c2cc(NC(=O)Nc3ccccc3)ccc2O[C@H]1CN(C)C(=O)Nc1ccccc1	0.3	0	4	5	6	2	-3	-2
COc1ccc2c(CCNC(=O)Nc3ccccc3)c[nH]c2c1	.	-1	.	18	.	-8	.	3
COc1ccc(NC(=O)Nc2ccc3c(c2)C(=O)N([C@H](C)CO)C[C@H](C)[C@@H](CN(C)CC2CCCCC2)O3)cc1	-4.9	-2	7	0	-4	14	-7	0
C[C@@H]1CN([C@@H](C)CO)C(=O)c2cc(NS(=O)(=O)c3ccc(Cl)cc3)ccc2O[C@@H]1CN(C)S(=O)(=O)c1cn(C)cn1	-2.4	-1	-4	-7	2	-7	4	-13
Cc1ccc(-n2c(=O)c3ccccc3n(CC(=O)C(C)(C)C)c2=O)cc1	.	-1	-2	-2	1	-16	-3	2
CC(=O)c1c(N2CCOCC2)nc(=S)n(-c2ccc([N+](=O)[O-])cc2)c1C	.	.	-5	-2	-1	.	-3	.
O=C(Nc1ccc2c(c1)[C@@H]1C[C@@H](CC(=O)N3CCc4ccccc4C3)O[C@@H](CO)[C@@H]1O2)Nc1ccccc1F	-1.0	2	-18	-20	2	33	-2	-1
CCCC#Cc1ccc([C@@H]2[C@@H](CO)N3C(=O)CN(C(=O)Cc4cccnc4)C[C@@H]23)cc1	1.9	-2	.	.	.	-11	.	-3
Cc1ccccc1C(=O)OCc1cnc(Cl)s1	.	-3	-7	12	6	-10	2	5
C[C@@H]1CCCCO[C@@H](CN(C)S(=O)(=O)c2ccccc2)[C@@H](C)CN([C@@H](C)CO)C(=O)c2cc(NS(=O)(=O)c3cn(C)cn3)ccc2O1	.	2	3	-7	2	0	2	-1
CCCS(=O)(=O)NC(=O)C1(C)CCCN(C(=O)c2c(OC)cccc2OC)C1 (centres undefined)	.	-3	4	.	-3	-12	1	-2
COc1ccc(N2CCN(S(=O)(=O)c3cn(C)c(=O)n(C)c3=O)CC2)cc1	-0.1	2	.	-27	.	-10	.	4
CCc1ccc2[nH]c(=O)c(CN(Cc3ccccc3)C(=O)Nc3ccccc3OC)cc2c1	.	.	-4	4	-4	.	0	.
CCCn1c(NC(=O)CCNC(=O)c2ccccc2Cl)nc2ccccc21	.	0	8	2	-11	-26	-1	-1
COCCN1CCN(Cc2cn[nH]c2-c2cc3ccccc3o2)CC1	0.6	-11	12	-10	3	-6	-1	-5
CC(=O)N(C)C[C@@H]1Oc2cc(C#Cc3ccccc3)ccc2S(=O)(=O)N([C@@H](C)CO)C[C@@H]1C	0.1	-1	-7	-1	4	5	1	5
O=C(CCC(=O)c1cccs1)OCC(=O)N1CCN(S(=O)(=O)c2ccccc2)CC1	.	.	13	-2	-12	.	2	.
O=C(COc1ccccc1Cl)NCCCNC(=O)c1ccccn1	-0.3	-1	-4	-7	-1	-19	6	-2
CC(C)(C)NC(=O)C(c1cccs1)N(C(=O)c1csnn1)c1ccccc1F (centres undefined)	.	0	.	-9	.	-15	.	0
N#CCCn1cnc2ccccc21	.	.	-7	-42	0	.	1	.
Cc1ccnc(NS(=O)(=O)c2ccc(NC(=O)CCS(=O)(=O)c3ccccc3)cc2)n1	-5.2	18	.	9	1	-22	.	0
CC(=O)NCCNc1ccc([N+](=O)[O-])cc1C#N	0.0	-4	-2	2	-7	-8	3	1
Cn1c(CC(=O)Nc2ccccc2F)nnc1SCC(=O)N1CCOCC1	0.2	0	-4	-2	29	-21	0	4
CC(C)Oc1ccc(S(=O)(=O)N2CCOCC2)cc1NC(=O)c1cccc(S(=O)(=O)N2CCCC2)c1	-0.2	-1	2	2	10	-12	.	4
OC1CCN(Cc2ccc3ccccc3c2)CC1	.	-3	7	-3	-6	-5	-1	1
O=C(NC1CCCC1)C1CC(=O)N(C2CCCCCCC2)C1 (centres undefined)	.	1	2	-6	-2	-5	4	-5
CN1CCN(C(=O)C[C@@H]2CC[C@H]3[C@@H](COC[C@@H](O)CN3S(=O)(=O)c3cccc(F)c3)O2)CC1	0.1	1	-4	-3	1	13	8	0
CCCC#Cc1cnc2c(c1)C(=O)N([C@H](C)CO)C[C@H](C)[C@H](CN(C)C(=O)Cc1ccncc1)O2	-0.1	1	-2	-6	-6	-14	0	-3
O=C(CCS(=O)(=O)c1ccc(Br)cc1)NC1CCCCCC1	0.0	61*	2	-2	-5	-6	-6	10
O=C1OCCN/C1=C\C(=O)c1ccccc1	0.8	2	-1	-1	.	-54	-8	3
CN(C)N=Nc1nc2c([nH]1)c(=O)n(C)c(=O)n2C	-0.2	2	-6	.	.	-7	8	-5
CC1CCCCN1S(=O)(=O)c1ccc(C(=O)Nc2ccccc2-c2nc3ccccc3[nH]2)cc1 (centres undefined)	.	-1	6	2	.	-11	-1	8
O=C(NCCS(=O)(=O)N1CCN(c2ccc(F)cc2)CC1)c1ccc(Br)o1	-1.9	0	5	-20	2	-7	12	.
CSc1nc(O)c(C(c2ccccc2Cl)c2c(O)nc(SC)[nH]c2=O)c(=O)[nH]1	0.0	-2	.	2	.	-19	.	1
CN(C(=O)c1cccc(NC(=O)Cc2ccc(NC(=O)C3CCCN(S(=O)(=O)c4cccc([N+](=O)[O-])c4)C3)cc2)c1)C1CCCCC1 (centres undefined)	.	-2	5	0	13	-28	6	2
Cc1ccc(-n2ncc3ccccc3c2=O)cc1Cl	.	2	.	-11	.	-4	.	-4
CCOC(=O)C1C(=O)C(=O)N(Cc2ccccc2)C1C(=O)OCC (centres undefined)	-6.8	-3	-2	8	-6	5	-2	2
Cc1nnc2ccc(-c3ccc(NS(=O)(=O)c4ccccc4)cc3)nn12	.	-5	-4	-4	.	1	3	6
CN(CC(=O)Nc1ccc(F)cc1)CC(=O)NC1CCCCC1	.	3	-2	3	-21	-14	0	25*
O=C(NNC(=O)c1cncc(Br)c1)c1ccncc1	0.1	4	-2	-2	-9	-7	-4	3
CCCCCCC(=O)OCC(=O)c1ccc2c(c1)NC(=O)CO2	1.8	-4	-20	-4	0	-5	0	-3
O=C(CCC(=O)Nc1ccccc1Cl)NN=C1CCCC1	-0.1	-2	-3	-3	0	-6	-3	10
COc1ccc2nc(-c3cccc(N)c3)[nH]c2c1	.	.	16	-1	-30	.	-5	.
Cc1nn(-c2ccccc2)cc1/C=N/NC(=O)c1cccs1	-0.7	0	.	0	?	-8	.	2
C[C@@H]1CCCCO[C@@H](CN(C)S(=O)(=O)c2ccc(F)cc2)[C@H](C)CN([C@H](C)CO)C(=O)c2cc(NC(=O)Nc3ccc(C(F)(F)F)cc3)ccc2O1	.	1	-6	11	2	30	3	-3

No enrichment for hits (roughly 3.2% active in at least one column).
